High-throughput results deposited in PubChem BioAssay by several laboratories.
STEP inh: STEP (human) phosphatase inhibition | P54829 | recombinant STEP, OMFP fluorogenic substrate, fluorescence | inhibition, % at 20 µM | 360,000 tested, 0.25% active;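 active = inhibition at 20 µM, scaled per plate between control wells, above about 37%, limit read from the data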;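 also: 0% = DMSO with enzyme and substrate and 100% = substrate only without enzyme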
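medium = Bis-Tris buffer pH 6.0, 2.5 mM DTT, 0.005% Tween 20 | test system = STEP (striatal-enriched tyrosine phosphatase) enzyme, cell-free | measure = normalized % inhibition | compound dosing = 20 µM, 1% DMSO | also added = 25 µM OMFP | schedule = reaction 20 min, ambient temperature | measured by = fluorescence read at 480 nm ex / 540 nm em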
NadD block: blocks S. aureus nicotinate mononucleotide adenylyltransferase; inhibition, % at 20 µM; purified NadD enzyme, colorimetric absorbance read-out; 360,000 tested, 0.78% active; in the data active = inhibition above about 26%; also: some compounds past the cut are filed as inactive
DNMT1 inh: DNMT1 (human) enzyme inhibition; P26358; 360,000 tested, 0.83% active; AID 588458; inhibition (reported as % activation of signal), % at 10 µM; DNMT1 molecular beacon, Hinp1I cleavage, fluorescence; in the data active = inhibition above about 50%
Target sequence (P26358 504-1616 limits assumed): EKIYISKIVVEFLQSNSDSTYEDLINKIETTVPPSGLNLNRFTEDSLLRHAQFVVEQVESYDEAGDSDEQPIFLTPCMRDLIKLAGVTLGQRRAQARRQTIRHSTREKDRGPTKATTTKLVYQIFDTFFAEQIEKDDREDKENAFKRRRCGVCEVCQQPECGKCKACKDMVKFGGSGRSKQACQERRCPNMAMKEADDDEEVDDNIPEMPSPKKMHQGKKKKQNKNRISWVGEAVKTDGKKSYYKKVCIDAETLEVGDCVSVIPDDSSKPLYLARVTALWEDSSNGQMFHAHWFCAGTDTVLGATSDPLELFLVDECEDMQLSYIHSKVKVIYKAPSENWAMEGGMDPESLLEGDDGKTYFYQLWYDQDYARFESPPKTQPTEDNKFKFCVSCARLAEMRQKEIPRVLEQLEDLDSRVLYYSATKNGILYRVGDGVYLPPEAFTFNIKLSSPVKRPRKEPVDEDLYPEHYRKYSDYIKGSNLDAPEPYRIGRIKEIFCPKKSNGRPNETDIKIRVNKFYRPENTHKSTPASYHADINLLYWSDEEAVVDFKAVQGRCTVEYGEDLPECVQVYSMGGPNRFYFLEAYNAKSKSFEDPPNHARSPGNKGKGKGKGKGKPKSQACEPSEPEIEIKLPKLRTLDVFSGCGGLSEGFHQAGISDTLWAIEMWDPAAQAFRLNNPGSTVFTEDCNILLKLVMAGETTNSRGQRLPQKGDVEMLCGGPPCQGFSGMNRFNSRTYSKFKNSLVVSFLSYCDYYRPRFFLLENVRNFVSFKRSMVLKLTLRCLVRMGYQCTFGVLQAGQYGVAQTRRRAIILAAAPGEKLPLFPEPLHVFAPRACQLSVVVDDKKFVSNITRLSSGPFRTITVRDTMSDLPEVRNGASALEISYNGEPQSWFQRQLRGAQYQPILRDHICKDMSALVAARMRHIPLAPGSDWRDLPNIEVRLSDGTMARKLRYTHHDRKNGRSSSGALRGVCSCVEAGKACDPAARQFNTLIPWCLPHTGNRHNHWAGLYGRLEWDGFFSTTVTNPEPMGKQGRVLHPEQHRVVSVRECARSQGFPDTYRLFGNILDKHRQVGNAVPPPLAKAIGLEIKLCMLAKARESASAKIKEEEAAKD
LMPTP block: blocks human LMPTP phosphatase; P24666; recombinant LMPTP-A, OMFP fluorogenic substrate, fluorescence intensity; inhibition, % at 20 µM; 360,000 tested, 0.22% active; AID 651560;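 active = compounds that cut the enzyme signal by at least half of the control window in the single-dose screen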;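 also: plate controls were DMSO wells with enzyme plus substrate for no effect and substrate without enzyme for full effect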
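Test system – LMPTP-A enzyme · Amount – LMPTP-A at 0.625 nM final in the reaction · Buffer or medium – Bis-Tris pH 6.0, DTT, detergent · Reagent – OMFP 400 µM · Doses – single 20 µM dose · Schedule – reaction 50 min, room temperature, dark · Detection – fluorescence intensity of OMFP turnover product · Evaluation – percent inhibition versus substrate-only and uninhibited controls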
Scp-1 inhibitor: Scp-1 (human) phosphatase inhibition; inhibition, % at 20 µM; Q9GZU7; Recombinant Scp1, phosphopeptide, malachite green phosphate absorbance; 340,000 tested, 0.88% active;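 active = inhibition above about 50% at 20 µM, limit read from the data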;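 also: plate controls were DMSO wells with enzyme for no effect and wells lacking enzyme for full effect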
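Test system: SCP-1 phosphatase catalytic domain, residues 76-261; measured by: colorimetric phosphate reagent with accelerator and stabiliser, absorbance at 630 nm; timing: enzyme reaction 45 min at room temperature, colour 5 min, stabilisation 30 min; also added: Phosphorylated 17-residue peptide substrate; compound dosing: one concentration, 20 µM, with 1.0% DMSO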
SKN-1 inh: inhibitors of C. elegans SKN-1. 360,000 tested, 0.49% active. inhibition, % at 21.8 µM. C. elegans VP596 Pgst-4::GFP/RFP ratio, acrylamide-induced, 24 h. AID 624304;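 active = interference check ratio from 0.5 to 1.5 plus GFP to RFP signal ratio inhibition reaching or exceeding a fixed threshold, cut at about 30% in these data, passing the limit was not always enough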; also: some compounds called inactive have numbers as strong as hits
TbMetRS inhib: blocks T. brucei methionyl-tRNA synthetase activity; inhibition, % at 11.9 µM; purified T. brucei MetRS, ATP depletion, Kinase-Glo luminescence; 360,000 tested, 0.4% active;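 active = inhibition above a per-plate cutoff of the control wells' mean inhibition plus 3 SD, cut at about 5.5% in these data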;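 also: 0% = DMSO wells median and 100% = median of wells with control inhibitor compound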
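technique = Kinase-Glo luminescence, ATP depletion format | system = purified MetRS (methionyl-tRNA synthetase) enzyme from Trypanosoma brucei | timing = 15 min preincubation, 2 h reaction, all 25 °C | evaluation = percent inhibition versus plate control medians | dosing = single dose, 11.9 µM final nominal, 0.9% final DMSO | also added = substrates ATP, L-methionine and bulk Escherichia coli tRNA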
NRP1-CendR mod: modulators of CendR peptide binding to human neuropilin-1 | 360,000 tested, 0.85% active | FAM-RPARPAR peptide binding to NRP-1, fluorescence polarization | O14786 | inhibition, % at 25 µM;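 active = inhibition or corrected inhibition above about 18%, plus a signal ratio from 0.5 to 1.5, limit read from the data, passing the limit was not always enough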; also: strong numbers were not always called active
SUMO1-SIM PPI: alters human SUMO1 binding to SIM partners. 360,000 tested, 0.33% active. SUMO1 binding to a labelled peptide, TR-FRET, 1 h. P63165. AID 602429. inhibition, % at 20 µM; in the data active = inhibition above about 37%
Neddylation inh: inhibitors of human cullin neddylation; AID 651699; calls only at 25 µM; 360,000 tested, 0.58% active; TR-FRET cullin neddylation, biochemical; in the data active = inhibition above about 36%
* hit, by the source's call; i = inactive; nt = no result given. Hits appear at their usual frequency; 4.6% or so of the library scored in one or more.

Compound | STEP inh | NadD block | DNMT1 inh | LMPTP block | Scp-1 inhibitor | SKN-1 inh | TbMetRS inhib | NRP1-CendR mod | SUMO1-SIM PPI | Neddylation inh
COc1ccc(OC)c(NC(=O)C2CCCN(S(=O)(=O)c3c(C)nn(C)c3C)C2)c1 (stereo unspecified) | 1.0 | 0.5 | -13.5 | 0.3 | -6.5 | 0.8 | -0.8 | -0.1 | 1.6 | i
O=C(Nc1cc(S(=O)(=O)N2CCOCC2)ccc1Cl)c1cc(=O)c2ccccc2o1 | -1.0 | 5.1 | -1.0 | 1.0 | -3.6 | -4.2 | 0.2 | 6.3 | -5.7 | i
O=C(Cn1ncc2c3ccccc3n(Cc3ccc(Cl)cc3)c2c1=O)NCCCN1CCCC1=O | -1.1 | -11.3 | -2.7 | 0.8 | -3.1 | -7.5 | -0.2 | -12.3 | 1.0 | i
CC(C)C(=O)Nc1nnc(NC(=S)Nc2ccccc2)s1 | -0.5 | 1.9 | -1.1 | 1.9 | -10.6 | 3.9 | 0.9 | -4.4 | 3.3 | i
COc1ccc(NC2=NC(=S)N(c3cccc(C)c3)C23CCCCC3)cc1 | 2.0 | 3.6 | 8.7 | -1.4 | -1.9 | 17.6 | -0.2 | 7.3 | 1.4 | i
CCN(CC(=O)NCCCn1ccnc1)S(=O)(=O)c1ccc(C)cc1 | -0.9 | -4.9 | 0.1 | -0.1 | -0.6 | 9.3 | 0.5 | -3.4 | -4.4 | i
CCOC(=O)C1(C)CCCN1C(=O)c1ccccc1F (stereo unspecified) | -5.4 | 1.7 | 5.3 | -0.4 | nt | -2.2 | -0.5 | 4.0 | -4.5 | i
CC(C)NC(=O)c1ccccc1NC(=O)C1CC(=O)N(C(C)C)C1 (stereo unspecified) | -3.0 | -2.6 | -1.0 | 0.1 | -5.7 | 4.5 | -0.3 | -3.7 | 3.8 | i
CCOC(=O)c1cnc2cc(F)c(F)cc2c1N1CCN(C)CC1 | -0.6 | -7.7 | 1.5 | 0.5 | nt | 2.0 | -0.1 | -5.4 | -2.3 | i
Cc1ccc(-c2cc(C(=O)N/N=C/C(Br)=C/c3ccccc3)n[nH]2)o1 | -1.1 | 16.8 | -2.9 | 2.1 | 3.2 | -0.5 | -0.7 | 0.1 | 1.6 | i

(more compounds)
Compound | STEP inh | NadD block | DNMT1 inh | LMPTP block | Scp-1 inhibitor | SKN-1 inh | TbMetRS inhib | NRP1-CendR mod | SUMO1-SIM PPI | Neddylation inh
CCOCCOC(=O)c1ccc(-n2cncn2)nc1 | -1.5 | -1.9 | 6.2 | -1.7 | 2.6 | 14.5 | -1.1 | -3.3 | 0.8 | i
COC(=O)c1cccc(NC(=O)CSc2nncn2-c2ccccn2)c1 | 0.1 | 3.6 | 0.3 | -1.7 | -5.5 | -6.4 | -0.3 | 2.5 | 0.2 | i
O=C(CCCn1c(=S)[nH]c2ccccc2c1=O)NCc1ccco1 | -6.0 | -2.6 | 1.6 | 0.1 | 8.1 | 8.8 | -0.4 | 20.8 | 0.9 | i
C/C(=N\Nc1ccccn1)c1ccc(C(C)C)cc1 | 7.7 | -10.5 | 4.4 | 1.5 | 6.3 | 1.3 | -1.1 | 6.6 | -2.2 | i
N/C(=N\OC(=O)Cc1ccccc1)c1ccc(Br)cc1 | -0.3 | -3.8 | 1.3 | 0.4 | -5.3 | 5.6 | 0.6 | -12.1 | 3.5 | i
CCCC(C)NC(=O)Cc1ccccc1[N+](=O)[O-] (stereo unspecified) | -2.8 | -4.3 | 0.3 | -0.8 | 5.4 | 3.4 | -0.1 | 1.6 | -8.0 | i
CCCn1nc(C(=O)NNC(=O)CCOc2ccccc2OCC)c2ccccc2c1=O | 0.8 | 0.6 | 0.9 | -0.6 | -1.1 | -21.4 | -0.6 | 5.8 | -3.6 | i
COc1ccc(/C=C2\SC(=S)N(CCC(=O)N(CCO)c3ccccc3)C2=O)cc1OC | -0.7 | -9.4 | -9.6 | 0.6 | 2.7 | -6.0 | -1.4 | -9.6 | -6.3 | i
O=C(c1ccccc1)N(C(=O)c1ccccc1)c1ccccc1 | -2.5 | -7.9 | -3.2 | 0.0 | nt | 32.1 | -0.3 | -0.5 | -4.7 | i
CCOc1cc(CNc2ccc(O)cc2)cc(Br)c1OCc1ccccc1F | 3.5 | -10.6 | -20.8 | 23.7 | -1.6 | 21.5 | 0.1 | -7.5 | 3.6 | i

(listing goes on)
Compound | STEP inh | NadD block | DNMT1 inh | LMPTP block | Scp-1 inhibitor | SKN-1 inh | TbMetRS inhib | NRP1-CendR mod | SUMO1-SIM PPI | Neddylation inh
COc1ccc(CN(C(=O)c2ccc(-c3ccccc3)[nH]2)C(C(=O)NC(C)(C)C)c2ccncc2)cc1 (stereo unspecified) | 0.8 | 18.7 | -15.5 | 1.0 | 4.2 | 12.2 | 76.2* | -4.9 | -0.3 | i
CN(C)CC[C@@H](c1ccc(Cl)cc1)c1ccccn1 | 0.1 | -5.9 | 2.4 | -1.5 | -8.8 | -1.1 | -1.1 | 3.5 | 1.2 | i
Cc1ccc(N=CC2=C(O)CC(c3ccco3)CC2=O)cc1 (stereo unspecified) | 0.0 | -2.1 | 3.6 | 3.3 | -5.2 | 21.4 | 0.1 | -6.2 | -8.8 | i
Cc1cccc(NC(=S)NC(=O)c2ccc(Br)o2)c1C | 3.2 | -7.4 | -6.1 | 1.0 | -15.2 | 6.9 | -0.2 | -1.0 | 1.3 | i
O=C(CCNS(=O)(=O)c1ccc(Cl)cc1)N1CCC2(O)CCCCC2C1 (stereo unspecified) | 4.1 | 7.6 | -3.0 | -1.1 | -5.6 | 18.4 | -1.6 | 2.0 | -3.5 | i
CCOC(=O)c1cnc(SCC#N)nc1N | -0.6 | -0.9 | 0.6 | -2.3 | 2.5 | 15.9 | -0.6 | -9.3 | -0.3 | i
CC(=O)NC(=O)c1nnn(Cc2ccccc2)c1NC(C)=O | -1.1 | 0.3 | -0.3 | -1.1 | -0.2 | 16.6 | -0.2 | 4.3 | 2.0 | i
C[C@@H]1CC[C@]2(C(=O)O)CC[C@]3(C)C(=CCC4[C@@]5(C)CC[C@H](O)[C@@](C)(C(=O)O)C5CC[C@]43C)C2[C@]1(C)O (stereo partly specified) | -6.0 | 1.4 | 8.7 | -2.2 | 1.6 | -0.5 | 0.1 | -10.4 | 3.2 | i
CCCCn1c(=O)c(CCC(=O)O)nc2ccccc21 | -1.5 | -2.4 | 2.4 | -2.0 | -9.6 | -17.8 | -0.1 | 5.0 | 7.8 | i
Nc1c(Cl)ncnc1N/N=C/c1ccc2ccccc2n1 | -1.2 | 7.0 | -4.2 | 2.0 | -7.3 | -1.0 | 0.7 | -9.9 | -13.8 | i

Next entries.
Compound | STEP inh | NadD block | DNMT1 inh | LMPTP block | Scp-1 inhibitor | SKN-1 inh | TbMetRS inhib | NRP1-CendR mod | SUMO1-SIM PPI | Neddylation inh
COc1ccc(OCCNC(=O)CCCO)cc1 | 2.8 | -3.0 | 0.7 | -2.1 | -4.3 | -7.8 | -0.6 | 0.4 | 6.3 | i
Cc1nc2sccn2c1P(c1c(C)nc2sccn12)c1c(C)nc2sccn12 | -1.2 | -5.6 | 2.2 | -2.0 | -10.5 | 1.3 | 0.1 | 3.7 | 3.2 | i
CC(=O)Nc1sc2c(c1C(c1ccc(F)cc1)N1CCOCC1)CCCC2 (stereo unspecified) | 2.7 | -3.6 | 6.9 | 2.1 | -7.2 | 2.4 | 0.0 | 3.7 | 0.5 | i
COC(=O)c1ccc2nc(-c3cccc(Br)c3)c(Cc3ccccc3OC)n2c1 | nt | 18.3 | nt | 0.5 | nt | -0.3 | -0.2 | -21.3 | 2.7 | i
Cc1ccc2c(c1)nnn2C1CCN(S(=O)(=O)c2ccc(C(=O)N3C(C)CCCC3C)cc2)CC1 (stereo unspecified) | 0.2 | 9.2 | -5.4 | 0.3 | -1.9 | -14.5 | -0.1 | -6.7 | 0.8 | i
Cc1c(C)n(C)c2ccc(C(=O)NCCCN3CCN(c4ccc(F)cc4)CC3)cc12 | -1.1 | 5.3 | -16.7 | 0.8 | -1.7 | -7.1 | -0.5 | 0.3 | 2.8 | i
O=C(NCc1ccccc1)c1noc2c1CCCC2 | -5.3 | -7.4 | 8.3 | -1.0 | -4.3 | 10.5 | -0.2 | 9.3 | 0.7 | i
Cc1ccc(Cl)cc1NC(=S)NCCCSC1CCCCC1 | 3.3 | -1.7 | -1.3 | 1.6 | -4.2 | 7.5 | -0.1 | -1.2 | -1.9 | i
CN(CCO)C(=O)C1CCN(c2ncc(C(F)(F)F)cc2Cl)CC1 | -0.8 | 0.3 | -2.9 | -0.3 | -0.3 | 9.7 | -0.5 | 11.1 | 3.1 | i
COc1ccc(S(=O)(=O)N2CCN(CC(=O)Nc3ccc(C)c(F)c3)CC2)cc1 | -0.6 | -4.7 | -2.4 | -1.1 | 0.0 | 9.4 | -0.7 | 5.7 | -3.5 | i

Additional entries.
Compound | STEP inh | NadD block | DNMT1 inh | LMPTP block | Scp-1 inhibitor | SKN-1 inh | TbMetRS inhib | NRP1-CendR mod | SUMO1-SIM PPI | Neddylation inh
O=C(COC(=O)c1ccc(S(=O)(=O)N2CCOCC2)cc1)NC1CCCCCCC1 | 1.2 | -1.4 | 0.6 | 0.4 | -2.7 | 1.9 | -1.1 | -0.4 | 3.5 | i
COc1ccc(N2C(=O)/C(=C/c3ccc([N+](=O)[O-])cc3)N=C2C)c(OC)c1 | 0.9 | 2.5 | -1.9 | 2.4 | -9.0 | 8.0 | 0.2 | -17.0 | -18.9 | i
COc1ccc(Cn2cc(CN3CCc4onc(-c5ccccc5OC)c4C3=O)nn2)cc1 | nt | -2.5 | nt | -1.7 | nt | 4.0 | -0.3 | 7.6 | -1.3 | i
Cc1ccc(S(=O)(=O)N2CCOCC2)cc1NC(=O)COC(=O)CCOc1ccc(C(C)(C)C)cc1 | 0.3 | -7.9 | 2.0 | 3.1 | -4.7 | -6.0 | -0.8 | 14.1 | 0.6 | i
COc1ccc([C@H]2CC(=O)C=C(c3cccc(OC)c3)C2)cc1 | 1.4 | -7.3 | -2.0 | 0.4 | -13.9 | 8.9 | -0.5 | 11.6 | -27.9 | i
C(=N\n1cnc2ccccc21)/c1cccnc1 | -0.4 | -6.9 | 1.5 | -1.2 | 0.4 | 2.4 | 0.1 | -4.0 | -11.0 | i
O=[N+]([O-])c1ccc(Cl)c(S(=O)(=O)N2CCCCCC2)c1 | 1.0 | -2.1 | 2.3 | -0.7 | -11.8 | -4.4 | -0.1 | -0.5 | -16.2 | i
COCC(=O)N(C)[C@H]1C[C@H]2c3cc(-c4ccccc4)ccc3CCN2C(=O)[C@H]1[C@H](C)O | 1.9 | 4.2 | 5.2 | -1.5 | -4.2 | -1.8 | 0.4 | -6.5 | 3.5 | i
